H1N1 NS1A inhibition = H1N1 influenza NS1A inhibitors, functional cell based assay (AID 504329); NS1A functional cell-based assay, percent inhibition; higher % means a stronger effect; inhibition, % at 12.5 µM, or IC50 in µM where a hit was titrated; 340,000 tested, 0.3% active; in the data active = a potency from the dose series; inconclusive = inhibition above about 27% without an active follow-up result; note: strong numbers were not always called active
M. tuberculosis = growth inhibition of non-replicating M. tuberculosis (AID 488890) | Mycobacterium tuberculosis non-replicating, growth inhibition; higher % means a stronger effect | inhibition, % at 25 µM, or IC50 in µM where a hit was titrated | 320,000 tested, 0.39% active; in the data active = a potency from the dose series; inconclusive = inhibition mostly from about 82% at the one dose, without a potency; inactive = the rest, 99 in 100 with inhibition below about 76%;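 note: plate controls were DMSO cells for no effect and high antibiotic wells for full effect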
M. tuberculosis HTS = M. tuberculosis growth inhibition, HTS (AID 449762) | M. tuberculosis H37Rv growth inhibition, 7H9 media; higher % means a stronger effect | inhibition, % at 25 µM; hits with a dose series show IC50 in µM | 330,000 tested, 0.59% active; in the data active = a potency from the dose series; inconclusive = inhibition above about 70% without an active follow-up result;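 note: bacterial growth assessed after seven days of incubation; strong numbers were not always called active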
VEEV TC-83 Vero = inhibitors of VEEV TC-83 cytopathic effect, confirmation, Vero cells (AID 588727). Vero cells, VEEV TC-83 cytopathic effect inhibition; higher % means a stronger effect. inhibition, % at 20 µM; hits with a dose series show IC50 in µM. 350,000 tested, 0.13% active; in the data active = a potency from the dose series; inconclusive = inhibition mostly from about 14% at the one dose, without a potency; inactive = the rest, 99 in 100 with inhibition below about 12%; note: strong numbers were not always called active
PhoP GFP inhibition = PhoP regulon inhibitors, Salmonella typhi PhoP promoter GFP reporter, confirmatory (AID 1850). one-dose inhibition, % at 50 µM; IC50 in µM for titrated hits. 310,000 tested, 0.33% active. Salmonella Typhi PhoP-promoter GFP reporter, fluorescence, 4 h; higher % means a stronger effect; in the data active = a potency from the dose series; inconclusive = inhibition mostly from about 25% at the one dose, without a potency; inactive = the rest, 99 in 100 with inhibition below about 19%;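 note: 0% = induced wells with vehicle and 100% = uninduced wells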
VEEV TC-83 Vero 10K pilot screen = second read-out of VEEV TC-83 Vero, no call of its own (marks repeat the call); inhibition, %; measured here: 10K pilot screen inhibition
Starred values were filed as active, the others as inactive.

CC(C)NS(=O)(=O)c1ccc(CCC(=O)NCc2ccco2)cc1 was read as H1N1 NS1A inhibition -4%, M. tuberculosis -12%, M. tuberculosis HTS 3%, VEEV TC-83 Vero inactive and PhoP GFP inhibition 7%.
`COc1ccc(C=CC(C)=NNC(=O)c2ccncc2)cc1` gave H1N1 NS1A inhibition 1% and VEEV TC-83 Vero 4.0%.
Screening Cc1nn(-c2ccccc2)c(C)c1C(=O)OCC(=O)Nc1ccccc1 returned H1N1 NS1A inhibition -12%, M. tuberculosis 33%, M. tuberculosis HTS -12% and VEEV TC-83 Vero 1.3%.
For COc1ccc(OC)c(C(C)NC(=O)c2ccco2)c1 (centres undefined) the results were H1N1 NS1A inhibition -6%, M. tuberculosis 4%, M. tuberculosis HTS -4%, VEEV TC-83 Vero inactive and PhoP GFP inhibition 0%.
`Cc1cc(NC(=O)C2CC(=O)N(c3ccccc3)C2)no1` (centres undefined) gave H1N1 NS1A inhibition -3%, M. tuberculosis -5%, M. tuberculosis HTS -9%, VEEV TC-83 Vero 0.7% and PhoP GFP inhibition -7%.
Screening O=C(Nc1ccccc1SCC1CSc2nc3ccccc3c(=O)n21)c1ccccc1 (centres undefined) returned H1N1 NS1A inhibition -4%, M. tuberculosis -8%, M. tuberculosis HTS 4%, VEEV TC-83 Vero 7.0% and PhoP GFP inhibition -2%.
COCCN(C(=O)COC(=O)c1ccc(Cl)s1)c1c(N)n(Cc2ccccc2)c(=O)[nH]c1=O was read as H1N1 NS1A inhibition -10%, M. tuberculosis -8%, M. tuberculosis HTS -4%, VEEV TC-83 Vero 0.1% and PhoP GFP inhibition -8%.
Screening NC(=S)N/N=C/c1ccccc1OC(=O)/C=C/c1ccccc1 returned H1N1 NS1A inhibition 6%, M. tuberculosis inconclusive, M. tuberculosis HTS inconclusive, VEEV TC-83 Vero 5.1% and PhoP GFP inhibition -1%.
Cn1c(=O)c2cc(S(=O)(=O)NCCC(=O)NCCc3ccc(Cl)cc3)ccc2n(C)c1=O was read as H1N1 NS1A inhibition 0%, M. tuberculosis 8%, M. tuberculosis HTS 0%, VEEV TC-83 Vero 3.0%, PhoP GFP inhibition 1% and VEEV TC-83 Vero 10K pilot screen 0.7.
For COCCN(C(=O)c1ccccc1OC1CCN(S(C)(=O)=O)CC1)C(C)C the results were H1N1 NS1A inhibition 2%, M. tuberculosis -11%, M. tuberculosis HTS -9%, VEEV TC-83 Vero 1.3% and PhoP GFP inhibition -4%.
COc1cccc(-c2cc(C(=O)NCc3ccco3)c3ccccc3n2)c1 was read as H1N1 NS1A inhibition -7%, M. tuberculosis -2%, M. tuberculosis HTS 10%, VEEV TC-83 Vero 8.3% and PhoP GFP inhibition 0%.
Screening Cc1nnc(SC(C)C(=O)NC2CCCCC2C)s1 (centres undefined) returned H1N1 NS1A inhibition -6%, M. tuberculosis -7%, M. tuberculosis HTS -5%, VEEV TC-83 Vero 0.5% and PhoP GFP inhibition 6%.
Screening O=C1C2C3CCC(O3)C2C(=O)N1CCO (centres undefined) returned H1N1 NS1A inhibition 18%, M. tuberculosis -10%, M. tuberculosis HTS 7%, VEEV TC-83 Vero 0.3% and PhoP GFP inhibition -16%.
CCNC(=S)N/N=C/c1ccc(OCCOc2ccccc2C)cc1 was read as H1N1 NS1A inhibition 5%, M. tuberculosis 9%, M. tuberculosis HTS -7%, VEEV TC-83 Vero inactive, PhoP GFP inhibition 2% and VEEV TC-83 Vero 10K pilot screen 2.4.
`COC(=O)[C@@H](NC(=O)NCc1ccccc1Cl)C(C)C` gave H1N1 NS1A inhibition -1%, M. tuberculosis 6%, M. tuberculosis HTS 4%, VEEV TC-83 Vero 1.7% and PhoP GFP inhibition -10%.
`COc1nc(-c2ccccc2)ccc1-c1noc(-c2cccs2)n1` gave H1N1 NS1A inhibition -5%, M. tuberculosis -12%, M. tuberculosis HTS -4%, VEEV TC-83 Vero 3.1% and PhoP GFP inhibition -1%.
For C[C@@H](NC(=O)c1nc[nH]c1C(=O)N1CCN(C(=O)OC(C)(C)C)CC1)c1ccccc1 the results were H1N1 NS1A inhibition -12%, M. tuberculosis 61%, M. tuberculosis HTS -3% and VEEV TC-83 Vero 25%.
CCn1cnc2cc(NCc3ccc(Br)cc3)ccc21 was read as M. tuberculosis 17%, M. tuberculosis HTS inconclusive and PhoP GFP inhibition 31%.
For O=C(COC(=O)c1cnc(Cl)c(Cl)c1)NCc1ccc2c(c1)OCO2 the results were H1N1 NS1A inhibition -7%, M. tuberculosis 38%, M. tuberculosis HTS -7%, VEEV TC-83 Vero 0.4% and PhoP GFP inhibition -3%.
`COc1ccc(C)cc1S(=O)(=O)N1CCN(Cc2ccccc2)CC1` gave H1N1 NS1A inhibition 5%, M. tuberculosis 7%, M. tuberculosis HTS -3%, VEEV TC-83 Vero inactive and PhoP GFP inhibition -5%.
Screening Cc1ccc2c(c1)CC1(CN2C)C(=O)NC(=O)N(CCC2=CCCCC2)C1=O (centres undefined) returned H1N1 NS1A inhibition -1%, M. tuberculosis 27%, M. tuberculosis HTS 5%, VEEV TC-83 Vero 1.9% and PhoP GFP inhibition -1%.
For Cc1cc(C(=O)Nc2cccc3ccccc23)n(-c2ccccc2)n1 the results were H1N1 NS1A inhibition -1%, M. tuberculosis 66%, M. tuberculosis HTS inconclusive, VEEV TC-83 Vero 1.9% and PhoP GFP inhibition -3%.
For CCOC(=O)N1CCC(N2C(=O)c3ccccc3C2Nc2ccc(S(=O)(=O)N3CCCCC3)cc2)CC1 (centres undefined) the results were M. tuberculosis 46%, M. tuberculosis HTS 1% and PhoP GFP inhibition -8%.
O=C(C1=C[C@@H](c2coc3ccccc3c2=O)C[C@@H](OCCCCO)O1)N1CCN(Cc2ccc3c(c2)OCO3)CC1 was read as H1N1 NS1A inhibition 2%, M. tuberculosis 6%, M. tuberculosis HTS -5%, VEEV TC-83 Vero 9.4% and PhoP GFP inhibition -8%.
CC1=NN(C(=O)c2ccccc2F)C(O)(c2ccc(Cl)cc2)C1 (centres undefined) was read as H1N1 NS1A inhibition -4%, M. tuberculosis 0.5µM*, M. tuberculosis HTS 8%, VEEV TC-83 Vero 1.8% and PhoP GFP inhibition -1%.
For CCCCC(=O)NC(Nc1cc(C)ccn1)(C(=O)OCC)C(F)(F)F (centres undefined) the results were H1N1 NS1A inhibition -15%, M. tuberculosis 7%, M. tuberculosis HTS -2%, VEEV TC-83 Vero inactive and PhoP GFP inhibition -4%.
Cc1ccc(NC(=O)CSc2nccn2Cc2ccco2)c(C)c1 was read as H1N1 NS1A inhibition -8%, M. tuberculosis 6%, M. tuberculosis HTS 3%, VEEV TC-83 Vero 7.5% and PhoP GFP inhibition -1%.
Screening O=C(CSc1nnc(-c2cccnc2)n1C1CCCCC1)NC1CCCCC1 returned H1N1 NS1A inhibition 21%, VEEV TC-83 Vero 4.6% and PhoP GFP inhibition 6%.
COC(=O)C1CCN(S(=O)(=O)c2cn(C)c(=O)n(C)c2=O)CC1 was read as H1N1 NS1A inhibition -17%, M. tuberculosis -8%, M. tuberculosis HTS -2%, VEEV TC-83 Vero 7.4% and PhoP GFP inhibition -9%.
O=C(NCC1CCCO1)C1CCN(C(=O)c2ccc(Br)cc2)CC1 (centres undefined) was read as H1N1 NS1A inhibition 4%, M. tuberculosis -3%, M. tuberculosis HTS -11%, VEEV TC-83 Vero 0.7% and PhoP GFP inhibition -6%.

Reprinted from the part before: two compounds, then new ones.
COC(=O)C1CCN(S(=O)(=O)c2cn(C)c(=O)n(C)c2=O)CC1 was read as H1N1 NS1A inhibition -17%, M. tuberculosis -8%, M. tuberculosis HTS -2%, VEEV TC-83 Vero 7.4% and PhoP GFP inhibition -9%.
O=C(NCC1CCCO1)C1CCN(C(=O)c2ccc(Br)cc2)CC1 (centres undefined) was read as H1N1 NS1A inhibition 4%, M. tuberculosis -3%, M. tuberculosis HTS -11%, VEEV TC-83 Vero 0.7% and PhoP GFP inhibition -6%.
For CCc1ccc(NC(=O)C2CCCN(S(=O)(=O)c3ccc4c(c3)CCCN4C(C)=O)C2)cc1 (centres undefined) the results were H1N1 NS1A inhibition -4%, M. tuberculosis 22%, M. tuberculosis HTS 5%, VEEV TC-83 Vero 3.6% and PhoP GFP inhibition 3%.
Screening CCOc1ccc(N2C(=O)S/C(=C\c3ccc(O)c(OCC)c3)C2=O)cc1 returned H1N1 NS1A inhibition 0%, M. tuberculosis -12%, M. tuberculosis HTS -10%, VEEV TC-83 Vero 3.6% and PhoP GFP inhibition 4%.
`CC(C)=CCc1c2c(c3occ(-c4ccc(O)c(O)c4)c(=O)c3c1O)C=CC(C)(C)O2` gave H1N1 NS1A inhibition 17% and VEEV TC-83 Vero 0.0%.
For COCCCNC(=O)COc1ccc(S(=O)(=O)Nc2ccccc2)cc1 the results were H1N1 NS1A inhibition 0%, M. tuberculosis -9%, M. tuberculosis HTS -6%, VEEV TC-83 Vero 0.6% and PhoP GFP inhibition -4%.
`CCn1c(O)c(N=Nc2ccc(S(=O)(=O)N3CCOCC3)cc2)c(=O)n(CC)c1=S` gave H1N1 NS1A inhibition -3%, M. tuberculosis 16%, M. tuberculosis HTS -4%, VEEV TC-83 Vero 4.3% and PhoP GFP inhibition -2%.
Screening COc1cccc(C(=O)Nc2ccc(NC(=O)c3ccco3)c(Cl)c2)c1 returned H1N1 NS1A inhibition 1%, M. tuberculosis -4%, M. tuberculosis HTS 13%, VEEV TC-83 Vero 2.9% and PhoP GFP inhibition -6%.
`O=S(=O)(Nc1ccccc1)c1ccc(S(=O)(=O)N2CCCC2)cc1` gave H1N1 NS1A inhibition -12%, M. tuberculosis HTS -1% and VEEV TC-83 Vero 4.6%.
For O=C(c1cc(Cl)cc(Cl)c1)N1CCOCC1 the results were H1N1 NS1A inhibition 2%, M. tuberculosis 0%, M. tuberculosis HTS 6%, VEEV TC-83 Vero 1.8%, PhoP GFP inhibition 4% and VEEV TC-83 Vero 10K pilot screen 1.5.
For COc1ccc(NC(=O)CN(C)C(=O)CCCc2c[nH]c3ccccc23)cc1 the results were H1N1 NS1A inhibition 0%, M. tuberculosis 5%, M. tuberculosis HTS 2%, VEEV TC-83 Vero 7.3% and PhoP GFP inhibition 5%.
For COC(=O)C(C)NC(=O)C12CC3CC(CC(C3)C1)C2 (centres undefined) the results were H1N1 NS1A inhibition -6%, M. tuberculosis 2%, M. tuberculosis HTS -3%, VEEV TC-83 Vero 0.9% and PhoP GFP inhibition -10%.
Screening Cc1ccccc1NC(=O)c1ccc(CN2CCC(Cc3ccccc3)CC2)cc1 returned H1N1 NS1A inhibition -10%, M. tuberculosis -14%, M. tuberculosis HTS 62%, VEEV TC-83 Vero inactive and PhoP GFP inhibition 7%.
Screening CCOC(=O)Oc1ccc2c(=O)c(Oc3cccc(C)c3)coc2c1 returned H1N1 NS1A inhibition 20%, M. tuberculosis 47%, M. tuberculosis HTS -2%, VEEV TC-83 Vero 0.5% and PhoP GFP inhibition -5%.
For Cc1ccc2[nH]c(C)c(CCNC(=O)C3CCCCC3C(=O)OCC(F)(F)F)c2c1 (centres undefined) the results were H1N1 NS1A inhibition -5%, M. tuberculosis 24%, M. tuberculosis HTS -1%, VEEV TC-83 Vero 0.2% and PhoP GFP inhibition -6%.
For COc1ccc(CCNC(=O)CS(=O)(=O)c2cn(CC(=O)N(C(C)C)C(C)C)c3ccccc23)cc1OC the results were H1N1 NS1A inhibition -9%, M. tuberculosis 11%, M. tuberculosis HTS -14%, VEEV TC-83 Vero 2.4% and PhoP GFP inhibition 6%.
Screening Cn1cc(Cl)c(C(=O)N/N=C/c2ccc3c4c(cccc24)CC3)n1 returned H1N1 NS1A inhibition -12%, M. tuberculosis -10%, M. tuberculosis HTS -1%, VEEV TC-83 Vero 8.1% and PhoP GFP inhibition 0%.

Taken from the results shown for reference:
Screening COc1cccc(C(=O)Nc2ccc(NC(=O)c3ccco3)c(Cl)c2)c1 returned H1N1 NS1A inhibition 1%, M. tuberculosis -4%, M. tuberculosis HTS 13%, VEEV TC-83 Vero 2.9% and PhoP GFP inhibition -6%.
`O=S(=O)(Nc1ccccc1)c1ccc(S(=O)(=O)N2CCCC2)cc1` gave H1N1 NS1A inhibition -12%, M. tuberculosis HTS -1% and VEEV TC-83 Vero 4.6%.
For O=C(c1cc(Cl)cc(Cl)c1)N1CCOCC1 the results were H1N1 NS1A inhibition 2%, M. tuberculosis 0%, M. tuberculosis HTS 6%, VEEV TC-83 Vero 1.8%, PhoP GFP inhibition 4% and VEEV TC-83 Vero 10K pilot screen 1.5.
For COc1ccc(NC(=O)CN(C)C(=O)CCCc2c[nH]c3ccccc23)cc1 the results were H1N1 NS1A inhibition 0%, M. tuberculosis 5%, M. tuberculosis HTS 2%, VEEV TC-83 Vero 7.3% and PhoP GFP inhibition 5%.

Screening results as filed in PubChem.
